# PGC1a acetyl inh: PGC1a acetylation modulation, inhibitor mode | AID 651687 | U2OS PGC1a acetylation, AlphaScreen anti-acetyl-lysine; with virally co-expressed GCN5 acetyltransferase | inhibition, % at 15.6 µM | 0.17% of 350,000 active;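 active = every replicate shows inhibition of at least 40%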;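 also: 0% = neutral control wells and 100% = positive control wells; some results beyond the cut were filed as inactive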
# Cneo AK release: causes C. neoformans cell lysis; 0.2% of 360,000 active; lysis activity, % at 15 µM; adenylate kinase release luminescence, 4 h; normalised: neutral wells 0, clomiphene wells 100;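 active = mean lysis activity across replicates of at least 80%, whatever share of replicates individually reach that level; inactive = mean lysis activity below 80%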
#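 Assay system: log-phase C. neoformans yeast / Quantity: yeast cell density of 5 × 10^6 cells/mL / Medium: fresh YPD growth medium / Compound: single dose / Timing: static 4 h at 37 °C with compound, 1 h detection / Measured by: adenylate kinase release luminescence / Read-out: lysis from increased AK signal / Benchmarks: Clomiphene as positive lysis control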
# PglD inh: blocks C. jejuni PglD acetyltransferase activity; purified PglD enzyme, DTNB colorimetric CoA detection; inhibition, % at 12.5 µM; 0.098% of 360,000 active; AID 602405; in the data active = inhibition above about 16%, passing the limit was not always enough; also: strong numbers were not always called active
# RAD54 branch: inhibitors of human RAD54 branch migration; Q92698; RAD54 Holliday junction branch migration, FAM/BHQ fluorescence; inhibition, % at 10.4 µM; 0.14% of 360,000 active; AID 602329;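 active = mean normalized replicate activity at least 40 and at least half of replicates scoring 40 or more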;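 also: 0% = median of neutral control wells and 100% = median of positive control wells; inhibitors cause a drop in the FAM fluorescence signal; in these data hits start at about 50%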
# ERAP1 inh: ERAP1 (human) enzyme inhibition; recombinant ERAP1, Leu-AMC fluorescence, 60 min; 0.15% of 340,000 active; AID 652197; Q9NZ08; inhibition, % at 10.7 µM;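 active = mean replicate inhibition of at least 30%, or all replicates individually reaching that 30% level; inactive = mean below 30% and not every replicate reaching it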;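 also: 0% = neutral control wells and 100% = L-leucinethiol positive control wells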
# RAD52 anneal inh: RAD52 (human) annealing inhibition; recombinant RAD52 DNA annealing, FRET fluorescence; P43351; 0.46% of 360,000 active; inhibition, % at 18.7 µM;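 active = every replicate showing at least 50% inhibition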
# Target sequence (P43351 whole entry, looked up): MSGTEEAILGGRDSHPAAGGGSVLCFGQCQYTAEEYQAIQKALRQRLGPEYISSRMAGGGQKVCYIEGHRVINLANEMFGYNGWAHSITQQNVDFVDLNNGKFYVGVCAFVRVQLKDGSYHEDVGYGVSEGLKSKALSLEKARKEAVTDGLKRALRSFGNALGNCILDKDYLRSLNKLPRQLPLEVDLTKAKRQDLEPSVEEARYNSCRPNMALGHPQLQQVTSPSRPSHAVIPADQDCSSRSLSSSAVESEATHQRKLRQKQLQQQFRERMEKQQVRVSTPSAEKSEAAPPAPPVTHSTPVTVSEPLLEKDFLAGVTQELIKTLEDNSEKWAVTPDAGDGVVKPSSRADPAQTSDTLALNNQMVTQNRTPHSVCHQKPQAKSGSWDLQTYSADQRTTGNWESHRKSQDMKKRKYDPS
# E-sel inducer: induces E-selectin expression in human endothelial cells; P16581; HUVEC E-selectin immunofluorescence imaging; normalized: neutral wells 0, TNF-alpha wells 100; activation, % at 7.58 µM; 0.37% of 260,000 active; AID 686992;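 active = mean E-selectin-positive cell signal at least 10% of the positive control, reached in at least 60% of replicates, without over 20% cell loss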;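 also: in these data hits start at about 27%; measured in HUVEC primary endothelial cells; signal is the percent of cells scored E-selectin positive by PE staining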
# Target sequence (P16581 whole entry, looked up): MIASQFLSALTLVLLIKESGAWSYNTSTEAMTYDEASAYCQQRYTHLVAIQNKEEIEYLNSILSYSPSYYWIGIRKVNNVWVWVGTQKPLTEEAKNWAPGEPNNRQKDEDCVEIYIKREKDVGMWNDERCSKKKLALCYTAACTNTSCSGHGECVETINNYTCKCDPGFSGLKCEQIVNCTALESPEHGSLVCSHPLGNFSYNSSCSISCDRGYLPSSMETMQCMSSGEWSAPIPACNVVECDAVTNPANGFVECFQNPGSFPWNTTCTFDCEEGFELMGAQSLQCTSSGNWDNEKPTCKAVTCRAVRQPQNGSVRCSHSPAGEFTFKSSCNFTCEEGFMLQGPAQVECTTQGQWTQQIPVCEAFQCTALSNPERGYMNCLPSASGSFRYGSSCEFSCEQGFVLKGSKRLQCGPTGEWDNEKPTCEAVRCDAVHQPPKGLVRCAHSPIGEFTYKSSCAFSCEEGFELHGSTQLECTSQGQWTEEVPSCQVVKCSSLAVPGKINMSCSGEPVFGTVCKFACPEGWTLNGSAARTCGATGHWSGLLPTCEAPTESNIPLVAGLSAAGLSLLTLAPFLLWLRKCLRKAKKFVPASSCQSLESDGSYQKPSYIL
#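 System: HUVEC / Compound: single concentration / Signal: immunofluorescence imaging / Read-out: percent E-selectin-positive cells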
# miR122 inh: miR-122 inhibition in Huh7 cells; Huh7 miR-122 Renilla luciferase sensor, 48 h; neutral wells = 0, positive control = 100; activation (reporter increase), % at 12.5 µM; 0.3% of 340,000 active;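 active = mean replicate activation score at least 90 and every replicate individually at or above 90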;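 also: higher luciferase means less miR-122 activity so hits act as miR-122 inhibitors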
# Starred values were filed as active, the others as inactive; . = not tested or not shown; & = joins results of further samples; [ ] = another dose, or the depositor's remark. The order is random; about 1.4% have a hit in one of these screens.
smiles	PGC1a acetyl inh	Cneo AK release	PglD inh	RAD54 branch	ERAP1 inh	RAD52 anneal inh	E-sel inducer	miR122 inh
CCn1c2ccccc2c2nnc(SCC(=O)N3CC(C)OC(C)C3)nc21 (stereo not given)	-1	0	6	-29	.	.	.	-7
CC(=O)c1ccc(NC(=O)CCNC(=O)c2ccccc2Cl)cc1	10	2	4	-2	1	-10	.	-4
COC(=O)c1ccc2nc(C)c(C)nc2c1	.	3	2	-11	.	.	.	-7
O=C(CNS(=O)(=O)c1cccs1)N1CCN(c2ccccn2)CC1	-7	0	-2	-12	.	.	.	-8
CNC[C@H]1Oc2ccc(NC(=O)CCCN(C)C)cc2C(=O)N([C@H](C)CO)C[C@H]1C	8	-3	6	-5	0	-2	0.5	3[16.7 µM]
COc1ccccc1C(=O)Nc1ccnn1C1CCN(Cc2ncc[nH]2)CC1	.	1	-5	-18	5	-14	.	.
Cc1c(Cl)cccc1NC(=S)NCc1ccc(Cl)cc1	5	58	-1	3	5	-19	.	4
C/C=C/c1ccc2c(c1)O[C@@H](CN(C)C(=O)c1ccncc1)[C@H](C)CN([C@H](C)CO)S2(=O)=O	-5	-3	-1	-3	5	0	0.2	-2[16.7 µM]
COC(=O)C1=[N+]([O-])OC(C(=O)OC)C1c1c[nH]c2ccccc12 (stereo not given)	5	2	-8	4	4	-7	.	3
CCCCC(=O)NN(C)c1nc(-c2ccccc2)nnc1C(F)(F)F	-13	-1	4	0	.	.	.	1
O=C(Nc1cccc(Cl)c1)OCCN1CCN(Cc2ccccc2)CCC1=O	.	-1	4	-1	-7	-4	0.2	-1
Cc1nn(C)c(C(=O)N/N=C/c2cc3c(cc2Br)OCO3)c1Br	5	1	-2	5	.	.	.	-8
COC(=O)c1sccc1NC(=O)CC1C(=O)NCCN1C(=O)c1ccc(F)cc1 (stereo not given)	.	0	6	1	-2	-2	-0.6	2
CC(C)NC(=O)Nc1cccc2c1O[C@H](CN(C)S(=O)(=O)c1cccs1)[C@@H](C)CN([C@H](C)CO)C2=O	9&-1	-4	-4	7	-2	-19	-2.2&0.8	3[16.7 µM]
C[C@H]1CN([C@@H](C)CO)C(=O)Cc2cc(NC(=O)CCC(F)(F)F)ccc2O[C@@H]1CN(C)S(C)(=O)=O	5	4	1	-3	-1	12	-12	-1[16.7 µM]
COc1ccc(OC)c(/C=C/C(=O)OCC(=O)N2CCCCC2)c1	-4	7	8	-5	8	-10	0.0	9
COc1ccc(C(=O)COC(=O)c2cc(=O)[nH]c3ccccc23)c(OC)c1	.	-3	-3	-8	0	-14	-0.1	.
CC1CCN(C(=O)COC(=O)Cc2c[nH]c3ccccc23)CC1	.	8	3	-6	-4	-10	-0.1	.
Cc1ccc(S(=O)(=O)Nc2cccc3c2O[C@@H](CN(C)S(=O)(=O)c2cn(C)cn2)[C@H](C)CN([C@H](C)CO)C3=O)cc1	-5	-3	0	7	3	-3	0.4	0[16.7 µM]
O=C(C[C@H]1C[C@H]2c3cc(NS(=O)(=O)c4ccc(F)cc4)ccc3O[C@H]2[C@H](CO)O1)N1CCCCC1	-3	3	-2	7	1	4	0.5	0[16.7 µM]
Cc1cccc(N(Cc2ccccc2)C(=O)c2ccccc2F)c1	.	3	-5	-8	-3	-4	.	.
COc1ccc(NC(=O)CN2CCC(NC(=O)C3CCCCC3)CC2)cc1	0	2	6	4	.	.	.	8
CCC(=O)N(C)C[C@H]1Oc2cc(C#CCN(C)C)ccc2S(=O)(=O)N([C@@H](C)CO)C[C@@H]1C	6	-1	-2	-6	2	-1	-0.1	2[16.7 µM]
CCC(=O)N(C)C[C@H]1Oc2cc(-c3ccncc3)ccc2S(=O)(=O)N([C@H](C)CO)C[C@@H]1C	12	0	-3	-7	0	0	-0.3	4[16.7 µM]
C=CCNC(=O)c1ccccc1NC(=O)c1ccccc1N(C)S(C)(=O)=O	-1	3	-2	2	14	-3	.	-3
C[C@H](CO)N1C[C@H](C)[C@@H](CN(C)C(=O)C2CCC2)Oc2ncc(C#Cc3ccccc3F)cc2C1=O	-17	-1	3	3	-2	1	1.4	30[16.7 µM]
CCCNC(=O)c1cc(C2CCCCN2C(=O)c2ccc3c(c2)CCO3)on1 (stereo not given)	5	-5	4	-11	2	-11	-0.1	-9
COc1cccc(-c2sc3ccc(OC)cc3c2C#CCC(C)O)c1 (stereo not given)	.	-1	1	0	-4	-17	0.3	.
COc1ccccc1NS(=O)(=O)c1ccc(C(=O)NCC(c2ccccc2OC)N(C)C)cc1 (stereo not given)	.	2	-2	-11	3	-9	6.7	-3
CCN(CC)CCC(c1ccc(N(C)C)cc1)c1c(OC)cc(OC)c2c(-c3ccccc3)cc(=O)oc12 (stereo not given)	3	0	-1	14	2	38	0.0	0
CC(=O)c1cccc(NC(=O)Nc2nc(C)cc(C)n2)c1	.	-3	4	9	-1	0	-0.5	.
Clc1nc(-c2ccccc2)c2ccccc2n1	13	-6	-4	3	3	-16	-0.1	4
CCCc1ccc2oc(C(=O)N(C)Cc3cnccn3)c(C)c2c1	-3	-4	0	-1	0	2	-0.2	0
O=C(C[C@H]1C[C@@H]2c3cc(NC(=O)CC4CC4)ccc3O[C@@H]2[C@@H](CO)O1)NCc1ccncc1	0	-4	2	-6	-2	4	0.5	-6[16.7 µM]
CCOc1ccccc1NC(=O)CSc1nnc2c(CC)c(C)nc(N)n12	-4	3	3	-10	.	.	.	-1
CO[C@H](CN(C)C(=O)Nc1ccc(F)cc1)[C@@H](C)CN(Cc1ccccc1Cl)[C@@H](C)CO	3	0	-1	3	0	-8	-0.1	.
COc1ccccc1-c1cnc2c(c1)C(=O)N([C@@H](C)CO)C[C@H](C)[C@@H](CN(C)Cc1ccc(C(=O)O)cc1)O2	10	5	5	3	-4	7	-0.6	6[16.7 µM]
Cc1cccc(-n2c(Cc3cc(=O)[nH]c(=O)[nH]3)nnc2SCC(=O)NCC2CCCO2)c1 (stereo not given)	3	0	-8	-5	1	-18	0.3	-9
CSc1ccc(CN2CCCC(CNC(=O)c3ccc(F)cc3)C2)cc1 (stereo not given)	-7	.	.	.	1	-27	0.1	.
CSc1cccc(NC(=O)CN(c2cc(C)ccc2C)S(C)(=O)=O)c1	-34	0	12	5	.	.	.	24
CC(=O)n1cc([C@H]2C=C(C(N)=O)O[C@@H](OCc3ccc(CO)cc3)C2)c2ccccc21	2	-1	-1	-1	.	.	1.9	1
Cc1ccc(S(=O)(=O)NC(=O)c2cccc(C)c2)cc1	4	-5	-11	6	1	5	0.3	-1
OCC1OCOC2C(CO)OCOC12 (stereo not given)	0	-4	1	-1	-1	-6	.	-1
COc1ccc(C(=O)N/C(=C/c2cccs2)C(=O)NCCCn2ccnc2)cc1OC	-46	1	3	9	.	.	.	13
COc1ccc(NC(=O)c2cccc([N+](=O)[O-])c2)cc1	-12	.	.	.	-1	-9	.	12
NC(=O)NC(=O)CSc1nc2cc([N+](=O)[O-])ccc2n1-c1cccc(C(F)(F)F)c1	5	0	6	8	6	-6	-0.5	.
C[C@H](CO)N1C[C@H](C)[C@H](CN(C)Cc2ccc(Oc3ccccc3)cc2)Oc2ccc(NS(C)(=O)=O)cc2C1=O	-6	5	3	-12	-2	17	0.1	-9[16.7 µM]
Cc1ccc(NS(=O)(=O)c2ccc(C(=O)N3CCCN(C)CC3)cc2)cc1	-6	1	-2	2	.	.	.	-5

# Quoted at random: 4 entries already listed, in no set order.
smiles	PGC1a acetyl inh	Cneo AK release	PglD inh	RAD54 branch	ERAP1 inh	RAD52 anneal inh	E-sel inducer	miR122 inh
COc1ccccc1NS(=O)(=O)c1ccc(C(=O)NCC(c2ccccc2OC)N(C)C)cc1 (stereo not given)	.	2	-2	-11	3	-9	6.7	-3
O=C(Nc1cccc(Cl)c1)OCCN1CCN(Cc2ccccc2)CCC1=O	.	-1	4	-1	-7	-4	0.2	-1
Cc1ccc(S(=O)(=O)Nc2cccc3c2O[C@@H](CN(C)S(=O)(=O)c2cn(C)cn2)[C@H](C)CN([C@H](C)CO)C3=O)cc1	-5	-3	0	7	3	-3	0.4	0[16.7 µM]
C[C@H]1CN([C@@H](C)CO)C(=O)Cc2cc(NC(=O)CCC(F)(F)F)ccc2O[C@@H]1CN(C)S(C)(=O)=O	5	4	1	-3	-1	12	-12	-1[16.7 µM]

# New compounds follow
smiles	PGC1a acetyl inh	Cneo AK release	PglD inh	RAD54 branch	ERAP1 inh	RAD52 anneal inh	E-sel inducer	miR122 inh
Cc1ccc(OCCC(=O)OCC(=O)NC(=O)NC2CCCCC2)cc1	.	-1	6	-4	3	5	0.2	.
CC(=O)N(CCC(c1ccco1)C(C)C)Cc1ccc(OC(C)C)cc1 (stereo not given)	-9	-4	-2	-7	.	-16	.	-8
COc1ccc(CN(C)C[C@H]2OCCCC[C@@H](C)Oc3ccc(NS(=O)(=O)c4ccc(Cl)cc4)cc3C(=O)N([C@@H](C)CO)C[C@@H]2C)cc1	-16	-1	0	-4	-1	51*	.	-4[16.7 µM]
CC1(C)CNc2cc([N+](=O)[O-])ccc2S1	2	.	.	.	-2	-6	-0.1	-10
CCC1=C2CC[C@H]3C(=O)N(C)C(=O)[C@H]3[C@H]2[C@@]2(Cc3ccccc3)C(=NCC(=O)OC)OC(=O)N2C1=O	3	-1	10	-8	-3	-16	-0.2	1
COCCCNC(=S)NNC(=S)Nc1cccc(Cl)c1	1	-2	0	-5	-2	-11	-0.2	10
COc1ccc(Oc2nc3c(c(=O)n(C)c(=O)n3C)n2Cc2cccc(OC)c2)cc1	3	1	-4	-4	.	.	.	6
O=C(NCCNC(=O)c1cc(F)cc(F)c1)c1cc(F)cc(F)c1	-17	-1	0	4	3	-18	0.6	.
COCCN(C(=O)COC(=O)c1ccccc1NCc1ccco1)c1c(N)n(Cc2ccccc2)c(=O)[nH]c1=O	.	0	1	2	-4	-33	-0.3	-6
CCOC(=O)c1c(N/C=C(\C#N)c2nc(-c3ccc(OC(C)=O)cc3)cs2)sc2c1CCC2	-2	-2	-1	-6	-1	-17	-0.2	-17
CC(=O)c1c(C)[nH]c(C(=O)CSc2nnc(-c3ccco3)o2)c1C	4	.	.	.	3	-27	.	4
C[C@H]1CN([C@@H](C)CO)C(=O)c2cc(NC(=O)Nc3ccc(F)cc3)ccc2O[C@H]1CN(C)S(C)(=O)=O	-1	1	-3	0	-7	9	25	-1[16.7 µM]
Cc1ccc(NC(=O)CSc2nnc(-c3cccnc3)s2)cc1	-4	5	-4	-29	.	.	-2.2	-9
COc1cccc(S(=O)(=O)N2CCCCN3[C@H](C2)[C@@H](c2ccc(C4=CCCCC4)cc2)[C@@H]3CO)c1	-3	-1	-2	3	1	-8	-0.7	7[16.7 µM]
C[C@@H]1CN([C@H](C)CO)S(=O)(=O)c2ccc(C#Cc3ccccn3)cc2O[C@H]1CN(C)C(=O)C1CC1	-17	58	-3	-5	-2	-8	0.0	-2[16.7 µM]
COc1ccc([C@H]2C[C@H](n3cc(C4CC4)nn3)[C@@H](O)CN2C(=O)C2CCCCC2)cc1	1	0	0	5	6	-3	-0.1	0
O=C(c1ccc(F)cc1)N1CC[C@@H]2[C@@H](CO)Nc3ccc(C#Cc4ccc(F)cc4)cc3[C@@H]21	5	3	0	-3	.	.	1.2	8[16.7 µM]
COc1ccc(NC(=O)N(C)C[C@H]2Oc3c(NC(=O)NC4CCCCC4)cccc3C(=O)N([C@@H](C)CO)C[C@@H]2C)cc1	3	2	-4	-1	2	6	0.2	2[16.7 µM]
COc1cc(C(C(=O)NC2CCCC2)N(Cc2ccccc2)C(=O)c2snc(C(N)=O)c2N)ccc1O (stereo not given)	6	-2	3	-42	9	6	.	14

# Assay outcomes from PubChem BioAssay.
